High-throughput results (PubChem)
Pf apPOL block: Pf-apPOL inhibitors, biochemical, fluorescence; Recombinant Pf-apPOL, molecular beacon fluorescence, 1.5 h; actives 0.25% (n = 210,000); Plasmodium falciparum apicoplast DNA polymerase (apPOL); AID 1794808, 2022; inhibition, % at 10 µM
mHTT-CaM PPI inh: mutant huntingtin-calmodulin interaction inhibitors – biochemical, AlphaScreen, primary screen | P42858 | AlphaScreen His-mHTT/GST-CaM binding, luminescence | inhibition, % at 15 µM | actives 3.6% (n = 190,000);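 also: 0% = both proteins with DMSO and 100% = one protein alone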
Target sequence (P42858 whole entry, looked up, stated change not applied): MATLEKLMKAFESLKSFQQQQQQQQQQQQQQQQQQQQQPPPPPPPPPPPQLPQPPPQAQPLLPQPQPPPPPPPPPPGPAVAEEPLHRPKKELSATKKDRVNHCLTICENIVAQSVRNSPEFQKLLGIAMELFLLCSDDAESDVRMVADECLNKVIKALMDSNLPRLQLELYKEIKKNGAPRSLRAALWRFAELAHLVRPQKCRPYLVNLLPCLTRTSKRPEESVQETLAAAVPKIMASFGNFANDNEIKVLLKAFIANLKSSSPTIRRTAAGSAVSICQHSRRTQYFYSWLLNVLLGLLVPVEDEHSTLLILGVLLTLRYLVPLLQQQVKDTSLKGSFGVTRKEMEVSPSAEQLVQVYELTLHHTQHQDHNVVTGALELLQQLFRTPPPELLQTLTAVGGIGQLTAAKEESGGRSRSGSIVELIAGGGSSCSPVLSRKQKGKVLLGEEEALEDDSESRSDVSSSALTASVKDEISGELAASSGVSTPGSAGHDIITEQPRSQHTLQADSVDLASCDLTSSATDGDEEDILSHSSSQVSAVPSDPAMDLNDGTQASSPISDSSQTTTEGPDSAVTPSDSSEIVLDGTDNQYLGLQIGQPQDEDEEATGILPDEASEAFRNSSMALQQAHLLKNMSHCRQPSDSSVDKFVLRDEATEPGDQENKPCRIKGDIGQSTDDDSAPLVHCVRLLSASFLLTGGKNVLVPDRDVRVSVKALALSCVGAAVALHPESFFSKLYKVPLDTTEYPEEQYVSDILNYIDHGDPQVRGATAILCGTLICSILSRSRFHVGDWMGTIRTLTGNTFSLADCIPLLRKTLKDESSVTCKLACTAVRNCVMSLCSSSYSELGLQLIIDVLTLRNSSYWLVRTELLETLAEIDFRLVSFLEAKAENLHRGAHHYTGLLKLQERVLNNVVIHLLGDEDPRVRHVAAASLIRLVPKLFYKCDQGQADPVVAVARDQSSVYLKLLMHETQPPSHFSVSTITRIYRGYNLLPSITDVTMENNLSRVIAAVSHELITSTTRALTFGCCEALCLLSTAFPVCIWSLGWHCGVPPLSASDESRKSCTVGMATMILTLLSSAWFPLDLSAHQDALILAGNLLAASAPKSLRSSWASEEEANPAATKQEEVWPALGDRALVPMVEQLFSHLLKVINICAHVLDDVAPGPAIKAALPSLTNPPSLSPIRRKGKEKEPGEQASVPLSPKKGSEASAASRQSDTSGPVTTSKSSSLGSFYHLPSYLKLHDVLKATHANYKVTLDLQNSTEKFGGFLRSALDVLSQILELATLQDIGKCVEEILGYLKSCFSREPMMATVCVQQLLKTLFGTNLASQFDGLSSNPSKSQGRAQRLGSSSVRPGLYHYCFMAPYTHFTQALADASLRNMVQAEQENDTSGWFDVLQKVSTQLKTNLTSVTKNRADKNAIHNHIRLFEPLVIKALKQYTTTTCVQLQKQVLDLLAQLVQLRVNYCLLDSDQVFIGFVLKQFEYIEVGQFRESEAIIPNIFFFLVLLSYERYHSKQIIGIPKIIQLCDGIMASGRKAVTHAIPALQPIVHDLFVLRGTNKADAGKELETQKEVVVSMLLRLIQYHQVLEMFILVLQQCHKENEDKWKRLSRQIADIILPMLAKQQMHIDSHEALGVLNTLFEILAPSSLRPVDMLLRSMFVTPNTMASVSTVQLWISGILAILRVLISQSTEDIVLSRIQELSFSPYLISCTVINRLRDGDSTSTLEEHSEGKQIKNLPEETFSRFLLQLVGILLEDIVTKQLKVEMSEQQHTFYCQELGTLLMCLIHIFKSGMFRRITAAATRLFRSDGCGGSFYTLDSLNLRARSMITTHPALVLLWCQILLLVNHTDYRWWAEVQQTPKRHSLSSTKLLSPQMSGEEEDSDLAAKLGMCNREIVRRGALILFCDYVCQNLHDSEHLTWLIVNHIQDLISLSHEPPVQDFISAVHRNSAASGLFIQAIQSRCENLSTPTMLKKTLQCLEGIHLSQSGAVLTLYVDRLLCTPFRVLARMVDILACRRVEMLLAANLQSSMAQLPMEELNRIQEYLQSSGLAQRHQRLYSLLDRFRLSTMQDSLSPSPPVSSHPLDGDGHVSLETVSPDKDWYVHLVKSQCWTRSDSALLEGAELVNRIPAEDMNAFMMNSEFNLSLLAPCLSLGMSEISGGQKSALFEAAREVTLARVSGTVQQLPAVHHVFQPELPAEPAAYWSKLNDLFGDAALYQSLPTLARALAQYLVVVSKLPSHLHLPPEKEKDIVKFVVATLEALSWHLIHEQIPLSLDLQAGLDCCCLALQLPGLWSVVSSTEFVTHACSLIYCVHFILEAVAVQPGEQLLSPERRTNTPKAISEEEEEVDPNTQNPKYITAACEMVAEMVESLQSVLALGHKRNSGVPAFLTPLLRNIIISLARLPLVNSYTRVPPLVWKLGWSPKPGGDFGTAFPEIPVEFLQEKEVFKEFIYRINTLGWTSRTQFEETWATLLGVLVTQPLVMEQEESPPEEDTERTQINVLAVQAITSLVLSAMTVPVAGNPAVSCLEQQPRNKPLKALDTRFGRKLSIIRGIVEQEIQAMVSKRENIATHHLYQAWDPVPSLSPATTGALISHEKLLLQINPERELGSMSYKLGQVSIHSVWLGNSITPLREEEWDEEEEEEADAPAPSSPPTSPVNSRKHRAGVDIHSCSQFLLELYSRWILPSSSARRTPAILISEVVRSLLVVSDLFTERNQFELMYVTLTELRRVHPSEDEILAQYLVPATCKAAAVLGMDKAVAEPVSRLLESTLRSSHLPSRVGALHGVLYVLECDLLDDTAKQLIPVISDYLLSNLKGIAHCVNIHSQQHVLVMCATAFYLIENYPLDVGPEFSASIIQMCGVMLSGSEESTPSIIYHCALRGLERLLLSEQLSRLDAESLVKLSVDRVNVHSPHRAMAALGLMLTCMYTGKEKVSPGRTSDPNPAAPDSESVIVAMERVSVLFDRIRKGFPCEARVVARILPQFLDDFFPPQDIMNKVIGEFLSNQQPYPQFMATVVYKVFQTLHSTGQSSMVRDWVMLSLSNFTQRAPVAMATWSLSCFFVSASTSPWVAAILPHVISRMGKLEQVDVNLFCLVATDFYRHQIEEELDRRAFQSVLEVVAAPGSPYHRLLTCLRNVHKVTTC
Starred values were filed as active, the others as inactive; . = not tested or not shown; & = joins results of further samples. Rule as the data show it: active = inhibition above about 50%; inactive = the rest.

SMILES | Pf apPOL block | mHTT-CaM PPI inh
COc1nccnc1NC1CCN(C(=O)c2ccc(Cl)s2)CC1 | -1.3 | 4.3
Cc1ccc(NC(=O)N2CCc3nc(-c4ccc(F)cc4)ncc3C2)c(Cl)c1 | -5.2 | 1.8
Cc1ccc(C)c(NC(=O)c2csc(-c3ccc(N4CCCC4)nc3)n2)c1 | 4.2 | -7.4
O=C(/C=C/c1ccc(-c2ccc([N+](=O)[O-])cc2)o1)c1cccs1 | -5.9 | 8.8
COc1cc(C=C(C#N)C(=O)NC2CCS(=O)(=O)C2)cc(Br)c1O (stereo not drawn) | -7.6 | 8.0
Cc1ccc(S(=O)(=O)N2CCC(c3nc(C(=O)N4CCCC4)c(C)o3)CC2)c(C)c1 | -5.3 | 22.9
CCOc1ccccc1Nc1nc(-c2cc3cc(OC)ccc3oc2=O)cs1 | -4.0 | -25.0
O=C(c1cccc(N2CCNC(c3ccccc3)C2)n1)N1CCOCC1 (stereo not drawn) | -10.2 | -7.4
O=C(c1ccc(OCC2CCCN(C(=O)C3(c4ccccc4)CC3)C2)cc1)N1CCCC1 (stereo not drawn) | 8.6 | 23.4
Cn1cnnc1SCC(=O)Nc1ccc(F)cc1F | 0.5 | 2.0
CCSc1oc(-c2cccs2)nc1S(=O)(=O)c1ccc(Br)cc1 | -3.4 | 2.0
Cc1nn2c(-n3ccnc3C)c3c(nc2c1-c1ccccc1)CCC3 | -6.1 | -20.8
Cn1c(=O)c(-c2ccc(C(=O)Nc3ccccc3F)cc2)nc2cccnc21 | -1.8 | -2.6
c1ccc(CN2CCN(CCOCCOc3ccccc3)CC2)cc1 | 2.5 | 7.8
Cc1ccc2c(c1)N(C(=O)Nc1ccccc1C(F)(F)F)CC(C)O2 (stereo not drawn) | -8.3 | -20.1
CCCn1c(Cl)nc2c1c(=O)n(C)c(=O)n2C | 5.9 | 2.0
CCCCOc1ccc(/C=c2\sc3nc(=O)c(Cc4ccccc4)nn3c2=O)cc1OC | 0.5 | 3.0
Cc1cccc(NC(=O)c2cc(F)ccc2F)n1 | -6.9 | -3.0
C=CCOC(=O)COc1ccc2c(=O)c(-c3ccc(Cl)cc3)coc2c1 | -8.2 | -10.5
CCCn1ncc(N2CCC(C(=O)N3CCC(C)CC3)CC2)cc1=O | -2.6 | 1.4

Next part, overlapping the part above by two compounds.
SMILES | Pf apPOL block | mHTT-CaM PPI inh
C=CCOC(=O)COc1ccc2c(=O)c(-c3ccc(Cl)cc3)coc2c1 | -8.2 | -10.5
CCCn1ncc(N2CCC(C(=O)N3CCC(C)CC3)CC2)cc1=O | -2.6 | 1.4
CCCCn1c(=N)n(CC(=O)c2cccs2)c2ccccc21 | 1.6 | -9.5
CCOc1ccc(-c2nc3s/c(=C\c4ccc(SC)cc4)c(=O)n3n2)cc1 | 1.0 | 2.0
C1CCCC(C2CCCCC2)CCC1 | 0.3&2.2 | -3.5&11.9
CC(=O)N1CCc2cc(Br)cc(S(=O)(=O)CCC(=O)NC3CCCCCC3)c21 | 0.5 | 1.0
CC1=CC(C)(C)Nc2cc(C(C)(C)C)c(O)cc21 | -4.4 | 94.8*
CCN(CC)S(=O)(=O)c1ccc(Cl)c(C(N)=O)c1 | -6.8 | -2.8
COc1ccc2cc3cc(C(=O)Nc4ccc(F)c(Cl)c4)oc3nc2c1 | 0.8 | -1.0
Fc1ccc(-n2c(Cc3ccsc3)n[nH]c2=S)cc1 | -7.3 | .
Cc1nc(-c2ccccc2)sc1C(=O)N(C)C | -3.7 | -2.5
CCOC(=O)c1ccc(-c2c(C)cc3oc(=O)cc(-c4ccccc4)c3c2C)cc1 | 0.0 | -3.1
CCOC(=O)N1CCN(C(=O)c2cn(CC)cc3c(=O)[nH]nc2-3)CC1 | -1.2 | -13.5
COc1cccc(OC)c1C(=O)NCCn1ncccc1=O | -3.0 | -6.2
O=C(Cc1ccc(Br)cc1)N(Cc1ccccc1)c1ccccn1 | -4.0 | -13.0
CC(C)CC(=O)NC(C)C(=O)N1CCN(c2ccccn2)CC1 (stereo not drawn) | 0.9 | 0.5
O=C(CN1CCCCC1)Nc1nonc1NC(=O)CN1CCCCC1 | -11.3 | -5.1
O=C(CSc1nc2ccccc2[nH]1)Nc1ccc(Cl)c(C(=O)O)c1 | -2.7 | 0.0
CCOc1ccc(C(=O)Cc2cc(OC)c(OC)cc2[N+](=O)[O-])cc1 | 3.1 | -2.4
CCN1CCN(CCCNC(=O)C2CCN(c3cc(=O)n(C)c(=O)n3C)CC2)CC1 | 0.3 | 30.1
Cc1nn(C(=O)COc2ccccc2[N+](=O)[O-])c(C)c1Sc1ccc(Cl)cc1 | -1.8 | -2.0
CCCOc1ccc(OCCN(C)C)cc1 | -0.1 | -4.6

Reformatted: results already given.
canonical_smiles,Pf apPOL block,mHTT-CaM PPI inh
O=C(CSc1nc2ccccc2[nH]1)Nc1ccc(Cl)c(C(=O)O)c1,-2.7,0.0
CC(=O)N1CCc2cc(Br)cc(S(=O)(=O)CCC(=O)NC3CCCCCC3)c21,0.5,1.0

Exported in markdown: seven of the compounds above
| compound | Pf apPOL block | mHTT-CaM PPI inh |
| --- | --- | --- |
| C1CCCC(C2CCCCC2)CCC1 | 0.3&2.2 | -3.5&11.9 |
| CC(=O)N1CCc2cc(Br)cc(S(=O)(=O)CCC(=O)NC3CCCCCC3)c21 | 0.5 | 1.0 |
| CC1=CC(C)(C)Nc2cc(C(C)(C)C)c(O)cc21 | -4.4 | 94.8* |
| CCN(CC)S(=O)(=O)c1ccc(Cl)c(C(N)=O)c1 | -6.8 | -2.8 |
| COc1ccc2cc3cc(C(=O)Nc4ccc(F)c(Cl)c4)oc3nc2c1 | 0.8 | -1.0 |
| Fc1ccc(-n2c(Cc3ccsc3)n[nH]c2=S)cc1 | -7.3 | . |
| Cc1nc(-c2ccccc2)sc1C(=O)N(C)C | -3.7 | -2.5 |

(continued)
SMILES | Pf apPOL block | mHTT-CaM PPI inh
CC(C)c1[nH]nc2c1C(c1ccc(Br)s1)C(C#N)=C(N)O2 (stereo not drawn) | . | 20.5
NS(=O)(=O)c1ccc(Nc2nc(-c3ccccc3)cs2)cc1 | -2.3 | 21.0
Cc1nn2c(nc1=O)NNC(c1ccccc1)=C2 | -6.9 | -1.6
CCCCOc1ccc(S(=O)(=O)N2CCSC2c2ccc([N+](=O)[O-])cc2)cc1 (stereo not drawn) | -3.7 | 3.0
COc1ccc(F)cc1S(=O)(=O)Nc1ccc(-c2ccc(=O)n(C)n2)cc1 | -1.5 | -2.7
CC(=O)C1=C(C)NC(SCC(=O)c2ccc(C)cc2)=C(C#N)C1c1cccs1 (stereo not drawn) | -20.9 | -6.6
CCn1c(=O)c(NCCc2ccc(Cl)cc2)nc2ccncc21 | -5.7 | -1.6
CCCOC(=O)c1cc2cc(Br)cc(OC)c2oc1=O | 0.2 | -6.2
Cn1c(=O)c2c(ncn2CC(=O)NCCc2ccc(S(N)(=O)=O)cc2)n(C)c1=O | -3.3 | -2.8
COc1ccc(N2CC(c3noc(C4CCCC4)n3)CC2=O)cc1 (stereo not drawn) | 1.6 | 4.0
c1cc(CSc2nc3ccccc3o2)nc(CSc2nc3ccccc3o2)c1 | . | -5.6
Cc1cc(=O)[nH]c(SCc2c(Cl)cccc2Cl)n1 | 5.8 | 3.0
CCC(=O)Oc1ccc2c(c1)OC(=Cc1cc(OC)ccc1OC)C2=O | -2.2 | -0.3
O=S(=O)(c1ccccc1)N1CCN(Cc2ccccc2F)CC1 | -4.5 | -13.1
O=C(NCc1cccs1)C1CCc2sc(C(=O)N3CCCCC3)cc2C1 (stereo not drawn) | -2.8 | 3.0
COc1ccc2c(c1)c(CN1CCC(C(=O)NCCN3CCOCC3)CC1)cn2C | 1.4 | -2.7
O=C(NCc1ccccn1)C1CCN(c2cncnc2N2CCCCC2)CC1 | -0.1 | -0.5
CCC(=O)N1CCCC(COc2cccc(C(=O)NC3CC3)c2)C1 (stereo not drawn) | -2.3 | -0.8
O=C(c1ccc2c(c1)OCO2)N1CCCCC1CCN1CCOCC1 (stereo not drawn) | -0.4 | -14.4
c1ccc(-c2noc(-c3ccc(N4CCOCC4)nc3)n2)cc1 | -1.0 | -5.1
CC1(C)C(Br)(Br)C1(C)c1ccccc1 (stereo not drawn) | 11.8 | -5.0
Cc1ccc2nc(SCC(=O)NC(C)(C)C)[nH]c2c1 | -11.1 | 0.3
COc1ccc(-c2[nH]nc3oc(=O)c(CCO)c(C)c23)cc1 | -3.9 | 2.0
O=C1OC(C(=O)Nc2ccc(Cl)cc2)Cc2ccccc21 (stereo not drawn) | -4.6 | -6.0
CS(=O)(=O)Nc1ccccc1Oc1ccccc1 | -1.0 | 0.4
O=C(Cn1cccn1)Nc1ccc(N2CCOCC2)cc1 | 1.1 | 1.4
CCOc1cc(C2C3=C(CCCC3=O)N(C)C3=C2C(=O)CCC3)cc(Cl)c1O | 9.8 | 7.0
OC1(c2ccc(Cl)cc2)CCN(Cn2nnc3ccccc32)CC1 | -15.5 | .
COc1ccc(C=C2Oc3cc(OC(=O)c4ccc(OC)c(OC)c4)ccc3C2=O)cc1OC | 0.7 | 2.3
Cc1ccc(NC(=O)CN(c2cccc(Cl)c2Cl)S(C)(=O)=O)cc1 | -4.5 | -0.7
Nc1cccc(N=Cc2nc(-c3ccc(Br)cc3)oc2O)n1 | -18.2 | -2.0
Cc1cc(=O)[nH]c(SCCOc2ccccc2C)n1 | -7.5&-4.3 | -4.2&-3.3
COc1ccccc1NC(=O)N1CCc2c(c(COCc3cccc(F)c3)nn2C)C1 | -2.7 | 20.4
Cc1ccc(S(=O)(=O)Nc2ccc3c(c2)OCCO3)cc1[N+](=O)[O-] | 4.6 | 4.8
CC1(C)CC(=O)C2=C(C1)c1c(ccc3ncccc13)NC2c1ccc([N+](=O)[O-])cc1 (stereo not drawn) | 2.8 | 54.0*
COc1ccc(-c2cc(C(F)(F)F)nc(-n3cc(Br)cn3)n2)cc1 | -1.9 | -4.0
Cc1ccc(C(=O)N2CCc3ccccc32)o1 | 4.2 | 1.6
CN1C(=O)CC(c2ccccc2)C2=C1CC(C)(C)CC2=O (stereo not drawn) | -0.3 | -5.7
CN1CCN(C(=O)c2cccc([N+](=O)[O-])c2)CC1 | 0.2 | -3.8
O=C(CN1CCC2(CC1)N=C(c1cccc(Cl)c1)C(=O)N2)Nc1ccc(Cl)cc1 | 2.6 | 88.3*
O=S(=O)(Nc1ccc(S(=O)(=O)Nc2ccccc2Cl)cc1)c1ccc(F)cc1 | -2.9 | 2.2
Cc1cc(C)cc(NC(=O)c2ccc(Cn3cncn3)cc2)c1 | 3.7 | 8.2
COc1cc(CNC2CCCCCC2)cc(OC)c1 | -3.2 | -10.4
COc1ccccc1C1C2=C(CC(C)(C)CC2=O)Nc2ccccc2N1C(C)=O (stereo not drawn) | 0.9 | 11.7
O=c1c2cccc3cccc(c32)c2nc3ccccc3n12 | -2.7 | -16.4
CCc1ccc(NC(=O)N2CCC(c3nc(C(=O)N4CCOCC4)c(C)o3)CC2)cc1 | 0.5 | -3.4
CN(C)c1ccc(CNC(=O)C2CCN(Cc3cn(C)c4ccc(Cl)cc34)CC2)cc1 | 1.3 | 47.3
CCOc1ccc(C(=O)N2CCN(c3ccc([N+](=O)[O-])cc3Cl)CC2)cc1 | -3.3 | 40.9
CN(C)c1ccc(CN2CCc3ccccc3C2)cc1 | -8.1 | -13.4
O=[N+]([O-])c1ccc(C2COC(c3ccc(Cl)cc3)O2)cc1 (stereo not drawn) | . | -4.0
Cc1ccc(-n2cc(-c3ccc(Br)cc3)[nH]c2=O)cc1Cl | -9.2 | 46.0
CNc1nc2c(C)cccn2c(=O)c1C=NCCO | -1.6 | 2.0
CC1CCCCN1CCNC(=O)c1cn2ccccc2n1 (stereo not drawn) | -8.9 | 3.8
Cc1ccc(F)cc1NC(=O)C1CCN(c2c(C#N)cnc3ccccc23)CC1 | -1.4 | -5.4
O=C(NCC1CCCO1)NC1CCCCC1 (stereo not drawn) | 49.4 | -2.2
C=CCn1c(=N)c(C(=O)NCC)cc2c(=O)n3ccccc3nc21 | 9.9 | 1.0
O=C1CCCC2=C1C(c1ccc(OC(F)F)cc1)n1ncnc1N2 (stereo not drawn) | 5.7 | -4.0

Complete entries, looked up by structure. Values in the order: Pf apPOL block	mHTT-CaM PPI inh
O=[N+]([O-])c1ccc(C2COC(c3ccc(Cl)cc3)O2)cc1 (stereo not drawn) is listed as .	-4.0
O=c1c2cccc3cccc(c32)c2nc3ccccc3n12 is listed as -2.7	-16.4
C=CCn1c(=N)c(C(=O)NCC)cc2c(=O)n3ccccc3nc21 is listed as 9.9	1.0
CCOc1ccc(C(=O)N2CCN(c3ccc([N+](=O)[O-])cc3Cl)CC2)cc1 is listed as -3.3	40.9
